MIN6 prolif – inducers of beta-cell replication in MIN6 cells; MIN6 cells proliferation, ATPlite luminescence, 48 h; cells starved in 0.2% serum; 100% = growth in 10% serum; proliferation, % at 10 µM; 330,000 tested, 0.29% active; AID 2380;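 active = compounds whose signal lies at least 3.5 SD above the mean of all wells on their plate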;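 note: 0% = DMSO-treated cells in low-serum medium and 100% = 10% serum control; some compounds called inactive have numbers as strong as hits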
A3A deaminase – blocks human APOBEC3A ssDNA deamination; recombinant A3A, FAM/TAMRA ssDNA deamination fluorescence; AID 493011; 330,000 tested, 0.41% active; inhibition, % at 20 µM; P31941;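 active = at least 40% inhibition at 20 µM here, with at most 30% in a related deaminase screen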;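 note: plate controls were A3A with DMSO for no effect and wells lacking A3A enzyme for full effect; some results filed as inactive read as strong as hits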
Target sequence (P31941 whole entry, looked up): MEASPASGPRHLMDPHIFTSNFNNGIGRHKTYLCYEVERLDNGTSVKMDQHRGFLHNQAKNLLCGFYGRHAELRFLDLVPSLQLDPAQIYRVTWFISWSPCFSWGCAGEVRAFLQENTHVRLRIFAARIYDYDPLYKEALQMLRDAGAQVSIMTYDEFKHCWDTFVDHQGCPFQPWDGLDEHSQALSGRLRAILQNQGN
GRIN3A LBD mod – modulates the human NR3A ligand-binding domain; Tm shift relative to glycine control, % at 25 µM; NR3A LBD differential scanning fluorimetry, Tm shift; 0% = protein alone, 100% = glycine-bound protein; AID 1259313; 340,000 tested, 2.5% active;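 active = melting temperature shift of at least 10% of the positive control shift, at one fixed dose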
mIAP act – mouse IAP activation; AID 2805; 330,000 tested, 0.24% active; activation factor at 10 µM; muIAP, CDP-Star luminescence, 30 min; active compounds read high; 1 = vehicle-only enzyme signal, 0 = enzyme-free wells;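 active = activation factor of at least 2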; note: the source names both 10 and 20 µM as test concentration; values of inactives mirror those of a sister screen read the other way
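also added = chemiluminescent substrate CDP-Star | test system = mouse IAP enzyme | signal = chemiluminescence readout | compound = DMSO-dissolved test compounds | incubation = 30 min at room temperature | benchmarks = DMSO wells, no-enzyme wells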
A3G deaminase – inhibitors of human APOBEC3G DNA deaminase; Q9HC16; inhibition, % at 20 µM; recombinant A3G, ssDNA deamination FAM/TAMRA fluorescence; 330,000 tested, 0.28% active;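 active = inhibition of at least 40% at 20 µM, with no more than 30% in the related APOBEC3A deaminase screen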;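 note: plate controls were DMSO wells with A3G for no effect and wells lacking A3G enzyme for full effect; some compounds called inactive have numbers as strong as hits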
Target sequence (Q9HC16 whole entry, looked up): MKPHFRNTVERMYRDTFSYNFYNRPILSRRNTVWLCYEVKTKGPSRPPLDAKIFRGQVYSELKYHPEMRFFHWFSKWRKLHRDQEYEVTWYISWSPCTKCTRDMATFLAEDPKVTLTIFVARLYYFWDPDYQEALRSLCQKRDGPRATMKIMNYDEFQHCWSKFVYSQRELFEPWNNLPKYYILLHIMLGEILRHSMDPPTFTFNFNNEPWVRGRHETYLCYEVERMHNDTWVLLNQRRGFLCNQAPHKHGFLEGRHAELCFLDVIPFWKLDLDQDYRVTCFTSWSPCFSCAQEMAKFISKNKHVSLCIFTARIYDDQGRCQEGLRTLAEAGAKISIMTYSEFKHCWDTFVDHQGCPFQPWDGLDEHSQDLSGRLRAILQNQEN
hIAP act – increases human intestinal alkaline phosphatase activity; purified human IAP, CDP-Star luminescence, 30 min; active compounds read high; 1 = vehicle-only enzyme, 0 = enzyme-free background; activation factor at 10 µM; 330,000 tested, 0.16% active;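 active = activation factor of the enzyme at least 2-fold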; note: the source names both 10 and 20 µM as test concentration; values of inactives mirror those of a sister screen read the other way
hIAP block – blocks human intestinal alkaline phosphatase | P09923 | purified IAP, CDP-Star luminescence, 30 min | 330,000 tested, 0.12% active | inhibition, % at 10 µM;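 active = inhibition reaching a set limit with compound at 10 µM in the primary screen, cut at about 35% in these data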;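 note: plate controls were DMSO wells with enzyme for no effect and no-enzyme buffer wells for full effect; values of inactives mirror those of a sister screen read the other way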
mIAP block – mouse IAP inhibition | purified mouse IAP, CDP-Star luminescence, 30 min | inhibition, % at 10 µM | 330,000 tested, 0.2% active;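 active = inhibition of at least 40% at 10 µM in the primary screen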;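 note: plate controls were DMSO with enzyme for no effect and no enzyme wells for full effect; values of inactives mirror those of a sister screen read the other way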
MPTP block – blocks calcium-induced mitochondrial swelling; isolated mouse mitochondria, Ca2+ swelling absorbance, 30 min; inhibition, % at 10 µM; 360,000 tested, 1.4% active; AID 602449;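 active = inhibition of 50% or more, scaled per plate between neutral and stimulator controls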;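 note: 0% = DMSO wells given calcium and 100% = 1 mM EGTA wells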
Starred values were filed as active, the others as inactive; & = joins results of further samples.

item	canonical_smiles	MIN6 prolif	A3A deaminase	GRIN3A LBD mod	mIAP act	A3G deaminase
1	CCOc1ccccc1NC(=O)N1CCC(NC(=O)c2ccccc2C)CC1	7.8*	1	2	1	-2
2	COC(=O)c1cc(C(=O)N2CCN(c3ncccn3)CC2)cc([N+](=O)[O-])c1	1	-1	1	1	-12
3	Cc1cc(C)c(S(=O)(=O)Nc2ncn[nH]2)c(C)c1	3	1	0	1	-4
4	O=C(NC(=S)Nc1ccc(N2CCOCC2)cc1)c1cncc(Br)c1	0	-1	-1	1	-6
5	CN(C)c1ccnc(C(=O)O)c1	-3	1	-2	1.1	1
6	CSCC[C@H](NC(=O)OC(C)(C)C)c1nnc(SCc2ccc(F)cc2)o1	4	-7	-1	1.1	-7
7	COc1cccc(CNn2c(-c3cccc(C)c3)nc3ccccc3c2=O)c1O	-1	-5	-1	0.94	-9
8	Cc1cc(C)c2oc(-c3ccc(Cl)c(NC(=O)c4ccc(C#N)cc4F)c3)nc2c1	-3	-4	0	1.1	-4
9	COC(=O)[C@H](Cc1c[nH]c2ccccc12)NC(=O)NCc1ccc(OC)cc1	0	-5	0	0.99	-9
10	COc1ccc(OCC(O)CN(C2CCCCC2)C2CCCCC2)cc1 (stereo unspecified)	-2	-1	3	0.94	-5
11	CCOC(=O)C1(Cc2cccc(OC)c2)CCCN(C(=O)CCSC)C1 (stereo unspecified)	-1	-5	-2	0.76	-1
12	NC1=C(Br)C(=O)c2ccccc2C1=O	-4	0	0	1	0
13	O=C(NNc1c2ccccc2nc2ccccc12)c1ccc(O)cc1O	-5	6	9	1	-1
14	O=C(CSc1nc(-c2ccco2)cc(C(F)(F)F)n1)NCCc1ccccc1	1	4	0	1	2
15	Cc1ccc(C)c(OCC(=O)Nc2ccc(N3CCOCC3)cc2)c1	-3	4	0	1	4

item	hIAP act	hIAP block	mIAP block	MPTP block
1	0.85	15	-1	0.7
2	0.89	11	-3	0.4
3	0.98	2	-3	-1.5
4	0.88	12	-3	1.0
5	0.98	2	-7	-0.5
6	1.3	-27	-6	0.2
7	1.5	-50	6	1.7
8	1.1	-7	-12	1.5
9	1	-1	1	-1.8
10	1.1	-6	6	0.3
11	1.5	-47	24	0.0
12	0.83	17	0	5.2
13	0.97	3	-1	-1.4
14	0.99	1	-4	2.9
15	0.92	8	0	0.1

New compounds follow
item	canonical_smiles	MIN6 prolif	A3A deaminase	GRIN3A LBD mod	mIAP act	A3G deaminase
16	CCCCN(CC)CCCNC(=O)c1cn(CC)c2ccc(S(=O)(=O)N3CCc4ccccc4C3)cc2c1=O	-6	-3	-1	1	-9
17	COc1ccc(/C=C2\SC(=S)N(CCC(=O)N(CCO)Cc3ccccc3)C2=O)cc1OC	-6	0	-1	0.84	-3
18	CC(NC(=O)Nc1ccc(F)cc1)C(c1cccs1)N1CCCC1 (stereo unspecified)	0	1	3	1	-11
19	O=C(c1cccs1)N1CCN(C(=O)N2CCOCC2)CC1	5	-2	3	1	-3
20	Cc1ccc2oc(C(=O)NCC(c3ccco3)N3CCCC3)c(C)c2c1 (stereo unspecified)	-5	-5	1	1	-6
21	O=C(NCC1CCCO1)C1CC(=O)N(C2CCCCCC2)C1 (stereo unspecified)	-1	0	1	1.1	-4
22	O=C(c1ccco1)N1CCN(S(=O)(=O)c2cccc([N+](=O)[O-])c2)CC1	-2	-2	1	1	-15
23	Cc1ccc(S(=O)(=O)NCc2ccccc2)cc1C(=O)NCC(C)(C)N1CCOCC1	-2	2	-2	0.94	-2
24	Cc1cc(C(=O)CSc2nnc(Cc3ccccc3)o2)c(C)n1Cc1ccc2c(c1)OCO2	-4	-4	-6	0.81	0
25	Cc1ccc(C)c(NC(=O)CCc2nnc3ccc(NCc4ccco4)nn23)c1	-3	-1	-1	0.9	-2
26	COc1ccc(CNS(=O)(=O)c2ccc3c(c2)N(C(C)=O)CC(C)S3)cc1 (stereo unspecified)	0	-2	-1	0.95	-2
27	CCCn1c(SCC(=O)N2CCOCC2)nnc1-c1ccncc1	0	-3	-1	0.94	-6
28	COc1ccc(N(CC(=O)N2c3ccccc3CC2C)S(=O)(=O)c2c(C)nn(C)c2C)cc1 (stereo unspecified)	3	0	-2	1	3
29	Cn1cccc1-c1cc(C(=O)N/N=C/c2ccccc2Cl)[nH]n1	-2	0	-15	0.91	2
30	CCOC(=O)c1ccc(NC(=O)CN2C(=O)CN(C(C)=O)C2=S)cc1	-2	-4	-1	0.99	-3

item	hIAP act	hIAP block	mIAP block	MPTP block
16	1.1	-10	-2	-3.3
17	0.91	9	16	1.1
18	0.91	9	-1	2.6
19	0.82	18	-1	-1.3
20	1.2	-21	0	1.1
21	0.95	5	-8	0.8
22	1.1	-12	-4	-1.1
23	1.1	-10	6	1.6
24	1.7	-70	19	0.2
25	0.97	3	10	1.4
26	1.2	-21	4	1.8
27	1	-2	6	-1.0
28	1	-2	-2	1.0
29	1.8	-84	9	-1.8
30	0.84	16	1	0.6

Ordered by heavy-atom count (descending): 3 of the compounds above.
item	canonical_smiles	MIN6 prolif	A3A deaminase	GRIN3A LBD mod	mIAP act	A3G deaminase
17	COc1ccc(/C=C2\SC(=S)N(CCC(=O)N(CCO)Cc3ccccc3)C2=O)cc1OC	-6	0	-1	0.84	-3
23	Cc1ccc(S(=O)(=O)NCc2ccccc2)cc1C(=O)NCC(C)(C)N1CCOCC1	-2	2	-2	0.94	-2
21	O=C(NCC1CCCO1)C1CC(=O)N(C2CCCCCC2)C1 (stereo unspecified)	-1	0	1	1.1	-4

item	hIAP act	hIAP block	mIAP block	MPTP block
17	0.91	9	16	1.1
23	1.1	-10	6	1.6
21	0.95	5	-8	0.8

Carrying on.
item	canonical_smiles	MIN6 prolif	A3A deaminase	GRIN3A LBD mod	mIAP act	A3G deaminase
31	CN1CCN(c2nnc(-c3cccs3)c3ccccc23)CC1	-1	2	1	1	3
32	Cc1ccc(S(=O)(=O)NC2c3cccc4cccc(c34)C2Sc2nc(C)cc(C)n2)cc1 (stereo unspecified)	0	-3	-1	0.96	-7
33	COc1cc(C)ccc1OCCOCCOc1ccccc1Br	-2	-2	1	0.94	-6
34	Cc1nc(CNS(=O)(=O)c2ccc(Oc3ccccc3)cc2)cs1	-4	0	-4	0.99	-2
35	Cc1cc(OCC(=O)NC(C)C)ccc1Cl	-2	4	-2	1	-9
36	CCOC(=O)C(C)Sc1ncnc2c1c(-c1ccccc1)cn2-c1ccc(OC)cc1 (stereo unspecified)	0	-2	-2	0.9	-5
37	CCCCOc1cc(CC2CNC(=O)N2)ccc1OC (stereo unspecified)	2	-1	-2	1	-6
38	OCCC1CN(CCCn2cccn2)CCN1Cc1ccccc1 (stereo unspecified)	6	0	0	0.99	-3
39	CC(=O)c1ccc(S(=O)(=O)Nc2ccc(C(=O)NCC(c3cccs3)N3CCOCC3)cc2)cc1 (stereo unspecified)	-2	1	-1	1	1
40	NCC12CC3CC(C1)CC(CN)(C3)C2	0	2	-3	1	3
41	NS(=O)(=O)c1ccc(NC(=O)COC(=O)COc2ccc(Cl)cc2)cc1	-1	0	-11	0.89	-2
42	CCCOc1ccc(C(=O)N2CCCC2C(=O)O)cc1 (stereo unspecified)	4	-6	0	1.1	-5
43	O=C(NCCN1CCCCC1)Nc1cccc(F)c1	-1	-1	2	1	5
44	COc1ccc(NC(=O)c2cccc3cccnc23)cc1S(N)(=O)=O	0	-3	1	1	-8
45	O=C(CCCCCN1C(=O)c2cccc3cccc(c23)C1=O)NCc1ccco1	-2	2	1	1	-2

item	hIAP act	hIAP block	mIAP block	MPTP block
31	0.97	3	0	0.5
32	1.1	-7	4	3.5
33	1.2	-18	6	1.7
34	0.92	8	0	89*
35	1	-4	0	0.4
36	0.91	9	10	3.5
37	0.88	12	0	-0.1
38	1.1	-7	1	-0.4
39	0.94	6	-4	-1.0
40	1	0	-4	-4.5
41	0.98	2	11	-2.4
42	1.1	-5	-13	0.9
43	1.1	-11	-1	-0.2
44	1.1	-8	0	-0.9
45	0.86	14	-2	2.4

By substructure, those above containing a nitro group on carbon
item	canonical_smiles	MIN6 prolif	A3A deaminase	GRIN3A LBD mod	mIAP act	A3G deaminase
2	COC(=O)c1cc(C(=O)N2CCN(c3ncccn3)CC2)cc([N+](=O)[O-])c1	1	-1	1	1	-12
22	O=C(c1ccco1)N1CCN(S(=O)(=O)c2cccc([N+](=O)[O-])c2)CC1	-2	-2	1	1	-15

item	hIAP act	hIAP block	mIAP block	MPTP block
2	0.89	11	-3	0.4
22	1.1	-12	-4	-1.1

(list continues)
item	canonical_smiles	MIN6 prolif	A3A deaminase	GRIN3A LBD mod	mIAP act	A3G deaminase
46	N=c1sccn1CC(=O)Nc1ccc([N+](=O)[O-])cc1Cl	-3	8	1	1	7
47	O=C(Nc1nccs1)C1CCCCN1S(=O)(=O)c1ccccc1 (stereo unspecified)	-5	-5	1	1.1	0
48	CN1C2CCC1CC(NC(=O)CSCc1ccc(Cl)cc1Cl)C2 (stereo unspecified)	-1	-4	1	1	-9
49	Cc1ccc(/C=N/NC(=O)CC2N=C(Cc3ccccc3)NNC2=O)cc1 (stereo unspecified)	-3	-6	0	1.1	-4
50	C#CCN1C(=O)C(O)(CC(=O)c2ccc(OC)c(OC)c2)c2ccccc21 (stereo unspecified)	-2	-4	0	0.96	-4
51	Cn1c(=O)c2c(nc(SCC(=O)c3ccc(F)cc3)n2C)n(C)c1=O	-1	3	-1	1	-5
52	O=C(Nc1cc(S(=O)(=O)N2CCCC2)ccc1Cl)c1ccncc1	-4	-4	2	0.99	-7
53	NCC(=O)c1cccc2ccc[n+]([O-])c12	-1	-5	7	1	-5
54	COc1ccc(CNC2CC(C)N(C)CC2C)cc1OC (stereo unspecified)	-2	-2	0	1	-4
55	CC(=O)N1CCOCCOCCOCC1	0	0	1	1	-13
56	COc1cc(/C=C(/C#N)c2ccc(F)cc2)ccc1OCc1ccc(C(=O)O)o1	1	-5	-6	0.9	-2
57	Fc1ccc(SCCc2ccncc2)cc1	-1&0	0&0	-1&1	0.91&1.1	-6&-2
58	Cc1c(CC(=O)N2CCN(C(=O)C3COc4ccccc4O3)CC2)c(=O)oc2cc(O)ccc12 (stereo unspecified)	0	-5	-1	1	-5
59	CCOC(=O)Cn1cc(C(=O)c2cccs2)c2ccccc21	1	3	-2	0.96	-2
60	N#CCCn1cc(C(=O)Nc2ccccn2)c(-c2ccccc2)n1	1	-8	-2	1.1	-11
61	Cc1ccc(S(=O)(=O)N(CC(=O)Nc2cccc(C)c2C)C(=O)N2CCN(C)CC2)cc1	1	3	2	1.1	5

item	hIAP act	hIAP block	mIAP block	MPTP block
46	1.1	-14	-4	-0.2
47	1.1	-7	-9	1.3
48	1.1	-14	0	-0.6
49	0.99	1	-6	0.6
50	0.97	2	4	5.7
51	1.1	-5	-2	0.8
52	1	-4	1	1.2
53	1.1	-8	-4	0.5
54	1.3	-31	-1	0.3
55	0.99	1	-3	0.2
56	1.3	-28	10	3.9
57	0.91&0.87	9&13	9&-7	-0.5&0.4
58	1.2	-16	0	-1.2
59	0.89	11	4	0.7
60	0.98	2	-7	-1.7
61	0.91	9	-9	-0.2

Values by screen from above.
GRIN3A LBD mod for nos. 46 to 54, in order: 1, 1, 1, 0, 0, -1, 2, 7, 0
mIAP act for nos. 46 to 54, in order: 1, 1.1, 1, 1.1, 0.96, 1, 0.99, 1, 1
MIN6 prolif for nos. 46 to 54, in order: -3, -5, -1, -3, -2, -1, -4, -1, -2

High-throughput results: PubChem BioAssay, Sanford-Burnham Center for Chemical Genomics
